High-throughput results deposited in PubChem BioAssay by several laboratories.
PTPN22 inh 2 – LYP (human) phosphatase inhibition; recombinant LYP catalytic domain, DiFMUP fluorescence; inhibition, % at 2 µM; hit rate 0.21% among 96,000; AID 640;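 active = inhibition at 2 µM at or above a set limit, the screen mean plus 3 SD, cut at about 24% in these data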;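 also: 0% = DMSO with enzyme and 100% = enzyme fully blocked by orthovanadate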
PostGolgi yeast – growth inhibition of a yeast mutant, post-Golgi transport screen. post-Golgi transport phenotypic cell assay. inhibition, % at 10 µM. hit rate 0.9% among 98,000;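 also: yeast cells grown in 1536-well plates; yeast grown about 18 h at 30C before absorbance read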
S1P2 blocker – antagonists of human S1P2 receptor | O95136 | cell-based S1P2 antagonist assay, inhibition at 5 uM | inhibition, % at 5 µM | hit rate 0.21% among 97,000; in the data active = inhibition above about 45%;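 also: CRE beta-lactamase reporter cells expressing human S1P2 stimulated with S1P; 0% = agonist at EC80 alone and 100% = agonist plus reference antagonist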
Target sequence (O95136 whole entry, looked up): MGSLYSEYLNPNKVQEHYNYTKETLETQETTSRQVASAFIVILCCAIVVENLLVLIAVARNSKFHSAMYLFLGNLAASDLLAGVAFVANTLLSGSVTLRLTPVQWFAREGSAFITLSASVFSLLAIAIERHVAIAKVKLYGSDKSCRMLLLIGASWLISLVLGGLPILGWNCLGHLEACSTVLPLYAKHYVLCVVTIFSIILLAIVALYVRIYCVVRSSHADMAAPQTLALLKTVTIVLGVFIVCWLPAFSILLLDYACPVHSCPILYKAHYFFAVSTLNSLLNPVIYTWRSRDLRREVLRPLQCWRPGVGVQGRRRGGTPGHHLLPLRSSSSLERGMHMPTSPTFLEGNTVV
PostGolgi ctrl – inhibits growth of the yeast control strain | hit rate 5% among 98,000 | inhibition, % at 10 µM | efflux-deficient yeast background strain, growth absorbance A615, 16 h
Rev-RRE block – inhibitors of HIV-1 Rev-RRE RNA interaction; P05866; Rev peptide-RRE RNA binding, FRET; inhibition, % at 8 µM; hit rate 0.79% among 97,000; AID 704;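 active = inhibition above the screen-wide mean plus 3 SD, cut at about 35% in these data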;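 also: 0% = median DMSO wells and 100% = median Neomycin B control wells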
Target sequence (P05866 whole entry, looked up): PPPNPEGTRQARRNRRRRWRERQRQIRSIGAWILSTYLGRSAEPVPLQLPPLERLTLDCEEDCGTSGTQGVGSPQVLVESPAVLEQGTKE
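Test system: Cy5-tagged RRE RNA duplex with fluorescein-tagged Rev peptide; Probe or stimulus: labelled Rev peptide; Schedule: 5 min preincubation and 15 min binding, 25 °C; Signal: FRET fluorescence readout; Evaluation: % inhibition from 671/540 nm acceptor-to-donor ratio, scaled between controls; Control set: DMSO and neomycin B.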
FAK inh – FAK (human) kinase inhibition | biochemical FAK kinase activity assay | inhibition, %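 (tested at 7 µM)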 | hit rate 0.84% among 97,000; in the data active = inhibition above about 19%;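 also: 0% = DMSO and 100% = reference compound high control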
EphB4 ephrin blk – antagonists of human EphB4-ephrin-B2 interaction; hit rate 0.15% among 97,000; inhibition, % at 7 µM; EphB4 LBD / TNYL-RAW-Alexa532 peptide, fluorescence polarization; P54760;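 active = inhibition above the screen-wide mean inhibition plus 3 SD, cut at about 15% in these data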;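 also: 0% = DMSO wells and 100% = excess unlabeled TNYL-RAW peptide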
S1P2 agonist – S1P2 (human) receptor agonism. O95136. S1P2-expressing cell line, agonist reporter read-out. activation, % at 4.5 µM. hit rate 0.46% among 97,000. AID 729; in the data active = activation above about 16%;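 also: 0% = vehicle low control and 100% = maximal reference agonist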
LYP act – activators of human LYP (PTPN22) phosphatase | activation, % at 2 µM | hit rate 0.11% among 96,000 | Q9Y2R2 | recombinant LYP, DiFMUP fluorescence; 0 = plate median, 100 = signal doubled;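 active = activation at 2 µM above a set limit, the mean plus 5 SD, cut at about 37% in these data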
* hit, by the source's call; nt = no result given; [ ] = dose if it differs, or a comment. Rule as the data show it, unless noted: active = inhibition above about 30%; inactive = the rest.

SMILES	PTPN22 inh 2	PostGolgi yeast	S1P2 blocker	PostGolgi ctrl	Rev-RRE block	FAK inh	EphB4 ephrin blk	S1P2 agonist	LYP act
Cc1cc(NC(=O)CN2CCCC(C)C2)n(-c2nc3ccccc3s2)n1 (stereo not drawn)	-6	10	-11	19	-1	0	-5	-6	5
O=C(CSc1ccccc1C(=O)NCCCN1CCCC1=O)NCc1ccco1	0	-4	-22	10	4	-1	3	-3	4
CC(C)Oc1ccc(N2CC(C(=O)OCC(=O)NCc3ccccc3)CC2=O)cc1 (stereo not drawn)	9	-1	15	16	2	-1	0	-6	-4
CCOC(=O)c1[nH]c(C)c(CN(CCc2ccccc2)S(C)(=O)=O)c1C	-3	-5	-5	13	14	2	-5	-1	2
Cc1nc2ccc(Br)cn2c1NC(C)(C)C	11	3	21	5	5	-1	0	-6	-12
COc1ccc(N2CCN(Cc3cc4c(cc3O)CCC4)CC2)cc1	-2	-1	5	10	8	0	3	-6	1
c1ccc2c(c1)ncc1cccn12	-5	-2	26	4	11	14	6	-7	3
CCOc1ccc(N2C(=O)CC(N3CCN(C(=O)c4ccco4)CC3)C2=O)cc1 (stereo not drawn)	-6	-7	10	12	7	0	8	-7	5
COc1ccccc1Oc1ccc2c(c1)C(=O)N(c1ccccc1)C2=O	-9	nt	0	nt	7	-1	8	-3	5
CCN1C(=O)c2cccc3c(S(=O)(=O)NC(Cc4c[nH]c5ccccc45)C(=O)O)ccc1c23 (stereo not drawn)	3	-3	22	3	6	-1	-4	-3	-4
COc1cccc(C(=O)N/N=C2/SCC(=O)N2CCc2ccc(OC)c(OC)c2)c1	5	12	12	-3	9	1	12	-5	-1
CC(=O)CCc1c(C)[nH]c2ccc(NC(C)=O)cc2c1=O	2	-5	-1	10	2	-4	-3	0	-3
Cc1cccc(C)c1OCC(=O)NNC(=O)Nc1ccc(Cl)cc1	4	6	-3	5	-1	0	-1	-6	-6
Cc1cccc(NC2(C(F)(F)F)N=C(c3ccccc3)NC2=O)n1 (stereo not drawn)	7	4	3	-4	5	0	1	-3	-4
CSc1n[nH]c(NC2=CC(=O)CCC2)n1	0	-2	12	1	2	4	1	-11	1
Cc1onc(-c2c(F)cccc2Cl)c1C(=O)Nc1nc2ccccc2[nH]1	2	1	11	10	10	-1	0	-11	1
NC(=O)CC1NC(=O)c2ccccc21 (stereo not drawn)	0	14	9	4	-4	0	-1	-2	-3
O=C(N/N=C1\CCCc2ccccc21)c1ccc([N+](=O)[O-])cc1Cl	11	-2	19	14	9	-2	9	0	-10
CCOc1ccccc1C(=O)N(Cc1ccccc1)Cc1cc2cc3c(cc2[nH]c1=O)OCCO3	-3	nt	1	nt	1	-1	3	-4	2
O=C(Nc1ncc(Br)s1)C(Cc1ccccc1)n1cccc1 (stereo not drawn)	-7	87*	5	89*	2	-3	-6	-2	4
COC(=O)CSc1nnc(CNC(=O)c2ccc(OC)cc2OC)n1C	1	-5	-18	1	0	4	-6	-4	-2
CCOc1ccc(C(=O)NN2C(=O)C3C4C=CC(O4)C3C2=O)cc1 (stereo not drawn)	10	3	-21	11	3	1	-5	2	-5
COc1cc2c(cc1NC(=O)CSc1nnc(Cc3cccs3)n1C)oc1ccccc12	-7	-9	-12	35*	4	1	2	-1	4
Cc1cc(N)ccc1NC(=O)c1ccccc1	2	6	15	21	10	2	1	-5	-4
CCn1c(Sc2ccc(N)cc2Cl)nc2ccccc21	-2	3	6	46*	4	0	2	-8	3
Cc1cc(C)n(-c2ccc(C(=O)Nc3ccc(N4CCOCC4)cc3)cc2)n1	1	14	8	24	1	1	0	-6	-4
O=C(Nc1cccc(Cl)c1)C1CCCN(S(=O)(=O)c2cnc[nH]2)C1 (stereo not drawn)	0	-17	11	23	0	7	-1	-10	-3
O=C(O)Cn1cc(C(=S)N2CCOCC2)c2ccccc21	-2	0	14	3	4	0	-6	-5	3
Cc1ccc(NC(=O)CCC(=O)n2nc(C)cc2C)c(C)c1	-4	0	-7	2	2	0	-5	-1	2
CCOc1ccc(C2=[N+]([O-])C(C)(C)N(O)C2(C)C)cc1	-4	-3	15	3	-2	-1	-10	-3	4

Compound profiles, from the list above.
`Cc1cc(N)ccc1NC(=O)c1ccccc1` across the screens: PTPN22 inh 2: 2; PostGolgi yeast: 6; S1P2 blocker: 15; PostGolgi ctrl: 21; Rev-RRE block: 10; FAK inh: 2; EphB4 ephrin blk: 1; S1P2 agonist: -5; LYP act: -4
`CCOc1ccc(C2=[N+]([O-])C(C)(C)N(O)C2(C)C)cc1` across the screens: PTPN22 inh 2: -4; PostGolgi yeast: -3; S1P2 blocker: 15; PostGolgi ctrl: 3; Rev-RRE block: -2; FAK inh: -1; EphB4 ephrin blk: -10; S1P2 agonist: -3; LYP act: 4

Part of the list above, with two lines to a compound:
Values in the order – PTPN22 inh 2	PostGolgi yeast	S1P2 blocker	PostGolgi ctrl	Rev-RRE block	FAK inh	EphB4 ephrin blk	S1P2 agonist	LYP act
> Cc1cc(C)n(-c2ccc(C(=O)Nc3ccc(N4CCOCC4)cc3)cc2)n1
 : 1	14	8	24	1	1	0	-6	-4
> O=C(Nc1cccc(Cl)c1)C1CCCN(S(=O)(=O)c2cnc[nH]2)C1 (stereo not drawn)
 : 0	-17	11	23	0	7	-1	-10	-3
> O=C(O)Cn1cc(C(=S)N2CCOCC2)c2ccccc21
 : -2	0	14	3	4	0	-6	-5	3

Additional structures.
SMILES	PTPN22 inh 2	PostGolgi yeast	S1P2 blocker	PostGolgi ctrl	Rev-RRE block	FAK inh	EphB4 ephrin blk	S1P2 agonist	LYP act
CCOC(=O)c1ccc(NC2OC(=O)c3ccccc32)cc1 (stereo not drawn)	5	-3	-10	0	7	0	-3	-1	-8
COC(=O)c1cccnc1-n1c(=O)c2cccnc2n(Cc2ccc(Cl)cc2)c1=O	-3	-5	-20	17	0	3	-14	-1	0
Cn1c(=O)c2cc(S(=O)(=O)NCCC(=O)N3CC=C(c4ccccc4)CC3)ccc2n(C)c1=O	-5	0	-20	3	6	2	-2	-4	4
O=C(Nc1cc(C(F)(F)F)ccc1N1CCOCC1)c1ccc[n+]([O-])c1	6	12	7	8	12	-1	8	-4	-7
C=CCNC(=O)CC(=O)N/N=C/c1ccc(C(=O)OC)cc1	1	-13	-3	-11	3	5	4	-5	4
O=c1c2ccccc2ncn1CCCSc1ccccc1	-6	-1	-17	11	-3	-6	-1	-7	4
Cc1cccc2c(=O)c(C(=O)NCCCN3CCOCC3)c[nH]c12	-1	nt	-5	nt	5	2	-5	0	-2
Cc1cccc(C)c1OCC(O)CNS(=O)(=O)c1ccccc1C(=O)N1CCOCC1 (stereo not drawn)	-3	3	-2	5	5	-4	0	-3	0
CC1Cc2ccccc2N1C(=O)CSc1nc2c(c(=O)n(C)c(=O)n2C)n1Cc1ccc(F)cc1 (stereo not drawn)	4	nt	-5	nt	11	2	2	-5	-5
O=c1c2ccccc2c(-c2ccccc2)nn1Cc1c(Cl)cccc1Cl	3	-3	-6	26	11	8	4	-5	2
O=C(Cn1cc2c(n1)CCCC2)NCCCN1CCN(Cc2ccccc2)CC1	-19	-14	13	-4	4	2	8	-5	15
CCCCC(=O)Nc1ccc2c(c1)nc(CCN1CCOCC1)n2C	0	4	35	3	3	1	5	-2	0
CCN1C(=Nc2ccc(Cl)cc2)SC/C1=C\C(=O)OC	5	0	-24	2	-2	-3	-10	-1	-8
COc1ccc(C(=O)Nc2nc(-c3ccc(OC)cc3)c(-c3ccc([N+](=O)[O-])cc3)s2)cc1	0	-4	4	9	11	1	0	-1	-2
COc1ccc(CC(=O)Nc2nnc(SCc3ccccc3)s2)cc1S(=O)(=O)N1CCOCC1	5	-11	3	16	10	-2	6	0	-4
CC(=O)NC(Cc1cnc[nH]1)C(=O)O (stereo not drawn)	1	-3	7	4	6	0	-2	-3	-2
CC(C)Cn1cnc2sc3c(c2c1=N)CCCC3	-2	0	-7	-1	7	-1	-2	-2	3
Cn1cccc1C(=O)Nc1nc(-c2ccccn2)cs1	2	1	-12	6	-2	3	-10	0	-2
COCc1nnc(NC(=O)CCC2CCCCC2)s1	-7	-5	7	5	8	-1	0	-1	6
COc1cccc(C(=O)Nc2cc([N+](=O)[O-])ccc2N2CCN(C)CC2)c1	6	4	11	0	8	2	1	-6	-3
O=C(Nc1nnc(-c2ccccc2)o1)C1CCCCC1	0	6	0	-1	7	-6	0	-2	-1
O=C(O)CCn1c(=O)sc2ccccc21	-3	2	12	-3	1	-3	3	-1	2
Fc1ccccc1Cn1nnc(-c2ccc3c(c2)OCO3)n1	2	6	3	4	16	1	8	-3	-1
COC(=O)CCn1nnc(-c2ccc(C(C)C)cc2)n1	0	-10	14	10	11	2	0	-4	-2
CCC(c1nnnn1Cc1ccccc1)N1CCN(C(=O)c2ccco2)CC1 (stereo not drawn)	-8	-4	7	3	2	-1	-1	0	7
O=C(COc1ccccc1)NCCc1cn2ccsc2n1	0	-5	1	11	7	7	-2	-5	0
CCCc1nnc(SCC(=O)N2CCOCC2)n1CCCOC	-6	-10	15	7	10	1	0	-4	4
Cc1ccc(NC(=O)Cn2cncc2-c2ccc([N+](=O)[O-])cc2)cc1C	2	1	3	33*	2	24*	-3	-5	-3
O=C(CCn1c(=O)c2ccccc2n(CC(=O)NC2CCCC2)c1=O)NCCc1ccc(Cl)cc1	4	0	-1	9	5	-1	0	-6	-2
COC(=O)c1sccc1NC(=O)c1ccncc1	8	-2	-34	2	0	0	-8	2	-6
CC(=O)c1c(O)cc(=O)n(-c2ccccc2)c1-c1cccc2ccccc12	-6	4	8	9	-2	-5	4	-3	8
C=C(C)CSc1nc2nc(C)cc(C)n2n1	1	11	-9	1	3	1	-2	-3	1
CC(=NC1CCCCC1)C1=C(O)c2ccccc2C1=O	2	nt	15	nt	5	-1	-1	-3	-4
CCOc1ccc2nc(-c3ccccc3)[nH]c2c1	-6	0	9	5	-4	3	8	-3	5
CC(=O)Nc1ccc(S(=O)(=O)Nc2nc3ccccc3nc2Sc2nncn2C)cc1	-6	-34	-2	-1	31	-9	-2	-5	4
Cc1ccc(C)c(S(=O)(=O)NC(C)C(=O)Nc2ccc(-c3nc4ccccc4s3)cc2)c1 (stereo not drawn)	-1	-4	11	33*	7	-7	-6	1	3
COc1ccc(NC(=O)CSc2nnc(Cc3ccccc3)o2)c(OC)c1	-4	0	-10	11	2	-3	-5	-8	3
Cc1ccc(-c2noc(CN3CCC(C(N)=O)CC3)n2)cc1	0	16	21	5	-1	-4	-1	-1	-3
CCOC(=O)c1oc2ccccc2c1NC(=O)COC	-4	7	-13	10	2	-1	4	-2	2
COc1ccc2cc(S(=O)(=O)N3CCOCC3)ccc2c1	-6	8	15	5	4	-3	-3	-4	3
COC(=O)c1ccc2c(c1)SC1=C(CCCC1=O)N2	6	0	-22	10	32[fluorescence artefact?]	1	1	-2	-6
COc1cc(OC)nc(NC(=O)CN2CCN(c3ccc(F)cc3)CC2)n1	2	4	19	4	7	-1	3	-3	-3
COC(=O)c1ccc(CSc2ncnc3c2oc2ccccc23)o1	-3	-5	5	6	9	-194	13	-5	2
CC1CC2(CCCCC2)N2C(=O)C(=O)c3cccc1c32 (stereo not drawn)	8	-5	8	24	3	5	7	-3	-4
COC(=O)c1cccc(N(C(=O)c2cnccn2)C(C(=O)NC2CCCCC2)c2cn(C)nc2C)c1 (stereo not drawn)	-11	4	-4	-2	-7	-7	-2	-5	15
O=C(CCC1CCCCC1)Nc1c[nH]c(=O)[nH]c1=O	6	0	0	-7	6	0	-4	-1	-8
CCOC(=O)c1cnc(-n2cc(C)cn2)nc1Nc1ccccc1OCC	15	-5	9	13	5	1	-2	0	-16
Cc1ccc(C2N(c3nccs3)C(=O)C3CCCN32)cc1 (stereo not drawn)	-5	-6	-13	1	6	2	-8	-4	3
CCOc1ccc(OCC)c(NC(=O)CN2CCN(c3cccc(C)c3)C(C)C2)c1 (stereo not drawn)	14	2	18	30*	-8	2	4	-3	-12
COc1ccc(OC)c2sc(NC(=O)C3CC3)nc12	-4	6	10	2	-1	-4	-7	-2	1
